HCV NS3 hel inh – inhibitors of Hepatitis C virus NS3 helicase; NS3 helicase DNA unwinding, Cy5 molecular beacon fluorescence; inhibition, % at 10.9 µM; 290,000 compounds, 0.56% hits; AID 1800;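 active = inhibition above the mean of all tested compounds plus 3 SD, set per campaign, cut at about 35% in these data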;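 also: 0% = DMSO wells and 100% = thioflavine S control wells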
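Assay system: hepatitis C virus NS3 helicase domain fragment enzyme. Also added: annealed dual-labelled DNA beacon duplex, ATP-started. Timing: 1 h reaction at 25 °C, ATP-initiated. Technique: Cy5 fluorescence at 0 and 60 min, beacon hairpin quenching. Evaluation: % inhibition of unwinding. Replication: one well per compound.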
VIM-2 inh – blocks Pseudomonas aeruginosa VIM-2 metallo-beta-lactamase. 290,000 compounds, 0.89% hits. AID 1527. inhibition, % at 5.6 µM. purified VIM-2, nitrocefin hydrolysis, epi-absorbance fluorescence;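 active = inhibition above the mean of all tested compounds plus 3 SD, cutoff set per screening run, cut at about 7.5% in these data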;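 also: red hydrolysis product quenches plate fluorescence so inhibitors raise well fluorescence; 0% = enzyme with DMSO and 100% = DMSO without enzyme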
OXTR ag – human OXTR agonism; activation, % at 3 µM; P30559; CHO-OTR cells, Fluo-8 calcium fluorescence; normalized: DMSO 0%, oxytocin 100%; 320,000 compounds, 0.32% hits;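 active = activation above the mean of all tested compounds plus 3 SD, cutoff set per screening run, cut at about 20% in these data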;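 also: peak over basal fluorescence ratio from a 100 s FLIPR kinetic read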
Target sequence (P30559 whole entry, looked up): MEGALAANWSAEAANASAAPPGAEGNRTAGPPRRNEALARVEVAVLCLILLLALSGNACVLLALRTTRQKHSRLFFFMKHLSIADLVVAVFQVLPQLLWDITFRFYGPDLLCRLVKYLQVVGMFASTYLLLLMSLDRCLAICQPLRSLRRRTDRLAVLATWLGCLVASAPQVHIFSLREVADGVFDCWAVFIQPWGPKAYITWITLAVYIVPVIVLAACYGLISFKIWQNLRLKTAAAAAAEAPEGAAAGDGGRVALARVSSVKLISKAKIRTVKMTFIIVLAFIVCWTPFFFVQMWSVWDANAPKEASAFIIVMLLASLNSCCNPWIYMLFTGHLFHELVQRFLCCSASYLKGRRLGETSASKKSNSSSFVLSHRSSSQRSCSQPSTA
IMP-1 inhibitor – blocks Pseudomonas aeruginosa IMP-1 metallo-beta-lactamase; 290,000 compounds, 0.45% hits; inhibition, % at 5.6 µM; purified IMP-1, nitrocefin hydrolysis, epi-absorbance fluorescence; AID 1556;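 active = inhibition above the mean plus 3 SD of all compounds in the same screening run, cut at about 4.5% in these data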;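 also: 0% = IMP-1 with DMSO and 100% = DMSO wells lacking enzyme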
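System – purified recombinant IMP-1 beta-lactamase · Input – IMP-1 dispensed at 0.2 nM · Timing – 15 min preincubation plus 25 min reaction at 25 °C · Signal – Epi-absorbance fluorescence, 480 nm excitation, 530 nm emission · Measure – percent IMP-1 inhibition derived from blank-referenced optical density · Controls – Enzyme-plus-DMSO low control, enzyme-free DMSO high control · Replication – singlicate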
GalR3 antagonist – human GalR3 antagonism. O60755. HEK293 GalR3-CNG cAMP membrane potential fluorescence; galR3 body fused to GalR1 C-terminus. inhibition, % at 3 µM. 360,000 compounds, 0.44% hits;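 active = inhibition above the screen-wide average plus 3 SD, cut at about 13% in these data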;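 also: forskolin and galanin both at EC90 stimulate the cells; cAMP rise reported by CNG channel membrane potential dye signal; 0% = forskolin plus galanin with DMSO and 100% = forskolin alone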
V1R ag counter – V1a receptor agonism, counter-screen for OXTR agonists | P37288 | CHO-V1R cells, Fluo-8 calcium fluorescence, agonist mode; 0% DMSO, 100% 3 nM vasopressin | activation, % at 3 µM | 320,000 compounds, 0.25% hits | AID 2797;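 active = activation above the mean activation of all tested compounds plus 3 SD, per screening run, cut at about 20% in these data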;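 also: signal is peak over basal fluorescence ratio across a 100 second FLIPR read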
GPR7 antag – human neuropeptides B/W receptor 1 antagonism; P48145; 290,000 compounds, 1.1% hits; inhibition, % at 4.4 µM; AID 1861; GPR7-expressing cells, fluorescence antagonist assay; in the data active = inhibition above about 16%, passing the limit was not always enough;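 also: cells stimulated with the agonist NPW; 0% = agonist with vehicle and 100% = vehicle without agonist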
Target sequence (P48145 whole entry, looked up): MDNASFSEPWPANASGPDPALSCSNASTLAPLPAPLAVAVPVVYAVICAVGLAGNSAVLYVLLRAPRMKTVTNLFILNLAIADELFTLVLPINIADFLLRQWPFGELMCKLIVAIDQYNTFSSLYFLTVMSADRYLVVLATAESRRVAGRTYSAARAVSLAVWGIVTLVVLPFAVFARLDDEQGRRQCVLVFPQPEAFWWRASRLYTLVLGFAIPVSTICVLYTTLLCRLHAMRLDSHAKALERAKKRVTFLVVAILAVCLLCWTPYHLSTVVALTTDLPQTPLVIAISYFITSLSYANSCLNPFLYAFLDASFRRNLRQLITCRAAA
PHOSPHO1 inh – blocks human PHOSPHO1 phosphatase activity; AID 1565; inhibition, % at 13.3 µM; recombinant PHOSPHO1, absorbance phosphatase assay; 290,000 compounds, 1.1% hits; Q8TCT1; in the data active = inhibition above about 60%
Target sequence (Q8TCT1 whole entry, looked up): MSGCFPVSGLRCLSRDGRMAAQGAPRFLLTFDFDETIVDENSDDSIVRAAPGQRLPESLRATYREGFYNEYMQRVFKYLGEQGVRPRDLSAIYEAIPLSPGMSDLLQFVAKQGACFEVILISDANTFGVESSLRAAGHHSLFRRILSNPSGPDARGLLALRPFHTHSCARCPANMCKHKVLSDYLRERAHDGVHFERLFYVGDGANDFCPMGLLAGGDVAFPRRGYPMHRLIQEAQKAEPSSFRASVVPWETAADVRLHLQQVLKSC
DNA FID counter – displaces DNA intercalator in HCV helicase counter-screen; AID 1845; 290,000 compounds, 0.17% hits; DNA fluorescent intercalator displacement, fluorescence; inhibition, % at 7.9 µM; in the data active = inhibition above about 37%;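 also: 0% = vehicle and 100% = reference compound; higher means more ethidium bromide displaced from hairpin DNA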
An asterisk follows results filed as active; x = no result given. Hits appear at their usual frequency. About 4.3% of those tested had a hit in this group.

Values in the order: HCV NS3 hel inh	VIM-2 inh	OXTR ag	IMP-1 inhibitor	GalR3 antagonist	V1R ag counter	GPR7 antag	PHOSPHO1 inh	DNA FID counter
- Clc1ccccc1-c1nnc(-c2cccs2)o1
    8	-0.3	-2.7	-2.2	-7	-1.1	8	44	-7
- CCOc1cc(C)c(S(=O)(=O)NC2CC(C)(C)NC(C)(C)C2)cc1C
    -6	-2.9	0.0	-4.0	-1	1.1	-2	2	22
- Cc1ccc2c(c1)N(CCC(=O)NCCCN1CCCC1)C(=O)CO2
    0	-1.2	1.2	-3.0	-1	1.0	-5	26	0
- COc1ccc(C(=O)C(CCCCC(CN(C)C)C(=O)c2ccc(OC)cc2)CN(C)C)cc1 (stereo unspecified)
    -16	-2.0	2.0	-3.6	-2	0.3	0	28	36
- COc1ccc(NC(=O)CN2C(=O)COc3ccc(C)cc32)c(OC)c1
    -4	-1.3	2.0	-5.6	-9	-0.2	-2	36	-15
- CCCS(=O)(=O)N1CCN(C(=O)COc2ccccc2)CC1
    3	-2.4	0.3	-1.7	-2	0.2	-3	13	1
- O=C(NCc1ccco1)C(c1ccco1)N(CCc1ccccc1)C(=O)Cn1nnc2ccccc21 (stereo unspecified)
    2	-1.2	-0.8	-2.4	0	0.7	4	-2	-36
- CNCC(=O)Nc1ccc(Cl)c(C(F)(F)F)c1
    11	-1.1	4.2	-2.9	-3	3.1	-11	20	9
- COc1cccc(NC(=O)CCNS(=O)(=O)c2ccc(Br)s2)c1
    11	1.7	1.5	0.7	-11	5.1	-4	40	-6
- O=C(c1ccc(CN2CCc3ccccc3C2)cc1)N1CCc2ccccc2C1
    5	-5.0	0.0	-3.2	-2	-0.1	-6	2	-9
- Cc1cc(C(=O)NC(C)CCc2ccccc2)ccc1[N+](=O)[O-] (stereo unspecified)
    -4	-0.3	-1.7	-1.1	-9	0.3	20	34	-12
- O=C(CN1C(=O)NC2(CCCC2)C1=O)N1CCN(C(=O)c2ccco2)CC1
    -1	-1.4	-0.2	-2.0	-7	0.4	-7	9	-10
- COCCN(C(=O)c1ccco1)c1nnc(-c2ccc(F)cc2)s1
    4	-1.9	-1.4	-2.9	-1	0.6	-3	32	-17
- COc1ccccc1N1CCN(CCN2C(=O)C3CCCN3C2=O)CC1 (stereo unspecified)
    -3	-0.9	0.7	-0.1	-11	0.3	-8	-24	2
- Cc1cc(NS(=O)(=O)c2ccc(NC(=O)c3c(F)c(F)c(F)c(F)c3F)cc2)nc(C)n1
    5	-2.3	0.1	-3.5	-3	0.9	-2	22	-11
- O=C(COC(=O)c1cccc(NS(=O)(=O)c2ccc(F)c(F)c2)c1)NC(=O)NC1CCCCC1
    13	1.6	-0.1	0.8	-4	4.3	-5	14	-20
- CCN(CC)c1ccc(/C=C2\NC(=O)NC2=O)cc1
    13	-2.8	0.0	-3.5	2	0.0	-14	-2	-5
- Cc1ccc(S(=O)(=O)Nc2nc3ccccc3nc2NCC2CCCO2)cc1C (stereo unspecified)
    14	0.3	0.1	-2.8	1	-0.5	-13	33	-51
- CN(CC(=O)Nc1ccccc1C(F)(F)F)C(=O)CSc1nnnn1C
    -13	-3.1	-0.9	-1.8	8	-0.7	-17	-6	2
- COc1ccc(-c2cc(C(=O)Nc3cc(Cl)ccc3O)no2)cc1
    -11	-4.7	0.9	25*	-10	0.4	8	37	-2
- COc1ccccc1CN1CC(C(=O)NCc2ccc(SC)cc2)CCC1=O (stereo unspecified)
    -3	-2.8	x	-1.2	-3	x	4	x	-24
- CS(=O)(=O)N(CC(=O)N1CCOCC1)c1cc(C(F)(F)F)ccc1Cl
    1	-1.2	-0.7	-2.0	-12	0.8	2	14	-4
- CCn1c(=O)n(CC(=O)NC2CCCC(C)C2C)c(=O)c2ccccc21 (stereo unspecified)
    9	-1.4	0.1	-5.1	-1	0.1	-11	39	-2
- N#Cc1ccccc1OCc1nnc(-c2ccccc2Br)o1
    10	-0.4	1.8	-1.4	-8	1.6	8	-12	-17
- COc1ccc(S(=O)(=O)N2CCN(C)CC2)cc1NC(=O)c1ccccc1C
    -2	0.9	-0.5	-0.7	-9	-0.5	-14	27	-4
- CCC(=O)Nc1ccc2c(c1)nc(CCN1CCN(C)CC1)n2C
    0	-1.8	0.1	-5.3	-2	2.0	-13	12	6
- COc1ccccc1CN1CCN(Cc2nc(-c3ccccc3)no2)CC1
    1	-3.0	-0.5	-3.9	-6	0.0	-1	40	3
- Cc1ccc(NC(=O)CCCCCN2C(=O)[C@@H]3Cc4ccccc4CN3C2=O)c(C)c1
    -1	-3.2	1.7	-0.9	-6	5.9	-16	33	-57
- O=S(=O)(c1cc(Cl)c(Cl)cc1Cl)N1CCN2CCCC2C1 (stereo unspecified)
    -3	-0.8	1.6	1.3	-8	3.8	-9	x	0
- O=C(N[C@@H](Cc1ccccc1)C(=O)OCc1ccccc1)c1nc[nH]c1C(=O)N1CCc2ccccc2C1
    x	x	0.2	x	-3	1.9	x	26	x

(cont.)
Values in the order: HCV NS3 hel inh	VIM-2 inh	OXTR ag	IMP-1 inhibitor	GalR3 antagonist	V1R ag counter	GPR7 antag	PHOSPHO1 inh	DNA FID counter
- CCOC(=O)c1cnc2c(-c3ccccc3)cnn2c1C
    9	1.9	-2.1	1.0	-4	-0.2	-12	44	1
- CCc1ccc(N2C(=O)CC(N3CCN(Cc4ccc5c(c4)OCO5)CC3)C2=O)cc1 (stereo unspecified)
    -5	-2.6	0.6	-2.9	-5	3.2	-4	50	-8
- CCCCN=C1NN=C(c2ccc(C)c(C)c2)CS1
    -4	-4.0	-1.8	-2.4	-5	-0.8	-5	-35	-10
- CC1(C)Cc2c(cnn2-c2ccccc2)C(=O)/C1=N\NC(=O)c1ccccc1O
    -2	-3.6	-2.1	-5.3	-2	0.0	1	3	-4
- O=C(CSc1nc(-c2ccccc2)cs1)N1CCN(C(=O)c2ccco2)CC1
    5	-3.4	-1.0	-3.5	-5	1.4	5	0	-28
- CC(C)(C)n1nnnc1SCC(=O)Nc1nn(-c2ccccc2)nc1C(N)=O
    2	0.1	-1.2	-0.8	-2	1.1	-7	44	-12
- CN(C)c1ccc(C(C(=O)NCC2CCCO2)N(C(=O)c2snc(C(N)=O)c2N)c2ccc3c(c2)OCO3)cc1 (stereo unspecified)
    30	1.3	-0.3	-1.4	-5	3.0	1	22	-34
- Nc1cc(Cl)ccc1Oc1ccc2ccccc2c1
    -2	-3.0	-1.2	-5.0	0	0.2	-8	14	1
- Cc1cc(C)c(NC(=O)CSc2nc(COc3ccccc3)nc3ccccc23)c(C)c1
    1	-1.9	0.5	-3.0	-3	0.5	-13	21	-3
- COc1cc(/C=C/C(=O)N2CCN(Cc3ccccc3)CC2)cc(OC)c1OC
    25	-1.3	-0.3	-1.3	-10	0.9	-6	23	-26
- COc1ccc(/C(C)=N/NC(=O)CNC(=O)/C=C\c2ccccc2)c(OC)c1
    -9	-1.8	-0.8	-1.8	-6	0.3	2	34	-25
- O=C(Nc1ccc(-c2csc(Nc3ccccc3)n2)cc1)c1cccc(C(F)(F)F)c1
    x	x	-0.8	x	-2	0.8	x	4	x
- CCOc1ccc(C2c3c(oc4cc(C)c(C)cc4c3=O)C(=O)N2CCCN2CCOCC2)cc1 (stereo unspecified)
    -22	-2.9	0.4	-3.4	-1	-0.2	-7	-5	12
- Cn1nc(CC(=O)NC2CCCCCCCCCCC2)c2ccccc2c1=O
    -9	-1.6	0.4	-3.4	-2	0.6	1	49	-1
- CCn1cc(C(=O)O)c(=O)c2cc(F)c(N/N=C/c3ccccc3)cc21
    -2	-1.4	1.3	-2.7	3	0.0	-7	13	-2
- CC(=O)Nc1ccc(Sc2ccccc2C(=O)Nc2ccc(F)cc2)cn1
    4	-0.7	11	-0.9	-3	13	0	41	-11
- COC(=O)C(Cc1ccccc1)NC(=O)CC(C)CC(=O)Nc1ccc(OC)cc1OC (stereo unspecified)
    3	-0.1	-0.9	-3.7	5	-1.2	-10	4	-33
- CCNS(=O)(=O)c1ccc(NC(=O)CC(C)c2ccccc2)cc1 (stereo unspecified)
    0	-1.5	1.8	-1.6	-1	1.4	-15	37	-12
- Cc1nc2ccccc2c2oc(C(=O)NCC3CCCO3)cc12 (stereo unspecified)
    -1	1.4	3.3	1.7	-5	1.5	-1	8	-9
- CCc1cccc(CC)c1NC(=O)C1CCN(C(=O)c2ccco2)CC1
    -1	-2.4	1.6	-0.7	-7	1.4	-5	32	-6
- O=C(N1CCc2[nH]c3ccccc3c2C1)C(F)(F)F
    14	-2.7	-0.2	-2.9	-5	1.1	-7	14	3
- Cc1cccc(C(=O)N2CCN(Cc3nc4sc5c(c4c(=O)[nH]3)CCCC5)CC2)c1
    -10	-4.2	0.1	-2.6	-3	2.0	-12	37	-49
- CCCCCCC(=O)Oc1cccc(N2C(=O)C3CCCCC3C2=O)c1 (stereo unspecified)
    2	-0.9	-3.1	-2.0	-9	-2.0	-11	26	-38
- Cc1ccccc1NS(=O)(=O)c1cc(S(C)(=O)=O)ccc1C
    -4	-1.2	-0.8	-2.1	-3	-0.5	-5	2	1
- CCOc1c2ccc(C(=O)NCc3ccc4c(c3)OCO4)cc2nn1CCOC
    1	-3.2	6.4	-2.7	-3	0.1	-5	8	-8
- COc1cccc2cc(C(=O)NCc3ccco3)c(=Nc3ccc(C(=O)O)cc3)oc12
    -1	-3.2	0.1	-2.6	0	0.6	-1	6	-2
- O=C1NC(=Nc2ccc(O)cc2)S/C1=C\C=C\c1ccco1
    17	-3.7	1.9	-1.7	-3	-0.8	13	-6	-11
- CCOc1ccc(Cc2nc(C)c(CC(=O)N3CCOCC3)c(=O)[nH]2)cc1
    0	-1.9	1.4	-2.3	12	0.6	-5	38	0
- CCOc1ccc(/C=C2\SC(=S)NC2=O)cc1OC
    35	-2.8	-0.8	-3.7	4	1.0	-20	28	-13
- O=C(c1cccs1)N1CCc2ccccc21
    -9	3.9	-1.0	1.5	-6	-1.9	10	-14	0

(cont.)
Values in the order: HCV NS3 hel inh	VIM-2 inh	OXTR ag	IMP-1 inhibitor	GalR3 antagonist	V1R ag counter	GPR7 antag	PHOSPHO1 inh	DNA FID counter
- FC(F)(F)c1ccc(Cl)c(-n2c(-c3cc(C4CC4)[nH]n3)n[nH]c2=S)c1
    -10	-3.6	1.0	-2.9	-7	0.2	-11	-32	-18
- CCCCOC(=O)C1CCCC(C(=O)OCCCC)N1 (stereo unspecified)
    0	1.3	-0.7	-2.2	-1	-0.4	-5	-4	-13
- S=C(Cc1ccc(Cl)cc1)N1CCOCC1
    16	-0.1	1.4	-1.9	0	0.0	-16	2	-1
- CC(=O)c1ccccc1Oc1cc(NN2CCCCC2)c([N+](=O)[O-])cc1[N+](=O)[O-]
    -6	-1.6	-2.5	-0.8	-6	-1.4	-10	-41	-51
- O=C(CCn1c(=O)oc2ccccc21)N(Cc1ccccc1)c1ccccc1
    -15	-4.4	-2.0	-2.3	x	0.8	-3	28	-30
